RAD54 branch: inhibitors of human RAD54 branch migration, primary screen, biochemical, fluorescence, single point; DNA repair and recombination protein RAD54-like (Homo sapiens), Q92698; RAD54 Holliday junction branch migration, FAM/BHQ fluorescence; inhibition, % at 10.4 µM; hit rate 0.14% among 360,000;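 active means mean normalized replicate activity at least 40 and at least half of replicates scoring 40 or more; inconclusive means only one of the two criteria met; inactive means mean below 40 and under half of replicates reaching 40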;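 further: 0% = median of neutral control wells and 100% = median of positive control wells; inhibitors cause a drop in the FAM fluorescence signal; in these data hits start at about 50%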
FN deposit inh: inhibitors of fibronectin matrix deposition, primary screen, AH1F cells, Alexa488-fibronectin fluorescence, plate reader. inhibition, % at 12.6 µM. AH1F fibroblasts, overnight. AID 743247, 2014. hit rate 0.086% among 350,000;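 active means mean inhibition across replicates of 30% or more, regardless of how many single replicates reach that level; inconclusive means mean under 30% yet at least half of replicates reach 30%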;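 further: positive control wells lacked labelled fibronectin entirely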
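Schedule: 1 h cell adhesion before compound, then overnight fibronectin incubation; test system: AH1F fibroblast monolayer depositing Alexa488-labelled fibronectin into matrix; quantity: 10000 AH1F cells per well; probe or stimulus: fluorescent fibronectin at 24 nM final; signal: fluorescence, ex 485 nm, em 525 nm; evaluation: percent inhibition as loss of matrix-bound fibronectin fluorescence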
XiGFP reactiv: activators of inactive X chromosome reactivation, primary screen, imaging, XiGFP fibroblasts, GFP high-content imaging, set 2; XiGFP mouse fibroblasts, % GFP-positive cells imaging, 3 d; cells co-treated with 5-aza-dC sensitizer; scaled so ellipticine positive control = 100%; activation, % at 7.58 µM; hit rate 0.055% among 360,000; AID 743238, 2013;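 active means mean normalized replicate activation at least 10% and every replicate at or above 10%; inconclusive means only one of the two criteria met; inactive means mean below 10% and not all replicates reach 10%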;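 further: 0% = median of on-plate neutral control wells and 100% = ellipticine 6 µM median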
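System: 68-5-11 XiGFP fibroblast line; Timing: 3 days compound exposure; Compound dosing: one concentration, pinned; Benchmarks: positive control ellipticine, 6 µM final; Buffer or medium: DMEM containing 5-aza-dC.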
E-sel inducer: E-selectin induction in HUVECs, primary screen, imaging, HUVEC, immunofluorescence imaging, single point; activation, % at 7.58 µM; normalized: neutral wells 0, TNF-alpha wells 100; hit rate 0.37% among 260,000;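 active means mean E-selectin-positive cell signal at least 10% of the positive control, reached in at least 60% of replicates, without over 20% cell loss; inconclusive means no rule given, readout overlaps actives, possibly toxicity-flagged; inactive means the rest, including those meeting only one limit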;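 further: in these data hits start at about 27%; measured in HUVEC primary endothelial cells; signal is the percent of cells scored E-selectin positive by PE staining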
Target sequence (P16581 whole entry, looked up): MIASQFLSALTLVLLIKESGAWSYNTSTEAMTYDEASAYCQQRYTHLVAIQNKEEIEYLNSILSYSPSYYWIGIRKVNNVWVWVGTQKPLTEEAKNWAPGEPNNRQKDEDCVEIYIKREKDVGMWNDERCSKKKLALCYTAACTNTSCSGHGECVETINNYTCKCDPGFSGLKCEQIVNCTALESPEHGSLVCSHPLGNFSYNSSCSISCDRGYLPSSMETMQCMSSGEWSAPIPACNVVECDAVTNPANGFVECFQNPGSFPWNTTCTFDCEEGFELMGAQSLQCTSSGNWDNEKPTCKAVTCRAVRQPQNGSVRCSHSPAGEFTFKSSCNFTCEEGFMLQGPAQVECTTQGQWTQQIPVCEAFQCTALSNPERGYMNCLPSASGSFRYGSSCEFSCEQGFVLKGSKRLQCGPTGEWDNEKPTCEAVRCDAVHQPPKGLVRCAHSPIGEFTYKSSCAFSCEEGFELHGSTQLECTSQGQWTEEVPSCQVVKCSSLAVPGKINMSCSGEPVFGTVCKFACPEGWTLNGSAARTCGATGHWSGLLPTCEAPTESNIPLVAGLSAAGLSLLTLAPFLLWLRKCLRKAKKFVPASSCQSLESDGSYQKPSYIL
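Assay system: HUVEC primary endothelial cells. Input: 3,000 HUVEC seeded per well. Doses: one compound dose added by pin transfer. Read-out basis: % PE-positive cells. Benchmarks: TNF-alpha high, DMSO low. Detection: immunofluorescence imaging. Buffer or medium: EGM-2, gelatin.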
RAD52 anneal inh: RAD52 DNA annealing inhibitors, primary screen, biochemical, FRET, single point, set 2. recombinant RAD52 DNA annealing, FRET fluorescence. hit rate 0.46% among 360,000. inhibition, % at 18.7 µM. DNA repair protein RAD52 homolog (Homo sapiens), P43351;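 active means every replicate showing at least 50% inhibition; inconclusive means mean inhibition at least 50% but not in every replicate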
S100A4 MyoIIA: inhibitors of S100A4-myosin IIA peptide binding, primary screen, biochemical, fluorescence polarization, TAMRA-MyoIIA peptide. AID 652163, 2013. inhibition, % at 10.7 µM. hit rate 0.14% among 360,000;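 active means mean inhibition of at least 70% across replicates, with every replicate also reaching that level; inconclusive means mean inhibition reaches 70% but some replicates fall short; inactive means mean inhibition below 70%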
Target sequence (P26447 whole entry, looked up): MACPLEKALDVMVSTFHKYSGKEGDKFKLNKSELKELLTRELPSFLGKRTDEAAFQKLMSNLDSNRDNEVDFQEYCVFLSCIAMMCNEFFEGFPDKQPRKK
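Material: human S100A4 monomer with TAMRA-labelled myosin IIA peptide; buffer or medium: HEPES pH 7.2 with CaCl2, KCl, NaCl, DTT, Triton; compound dosing: one concentration per compound; schedule: 5 min incubation before reading; benchmarks: neutral control DMSO, positive control TFP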
esBAF inh: Bmi1 luciferase reporter increase in mESCs, primary screen, esBAF inhibitor project, mouse ES cells, Bmi1 luciferase knock-in, single point | 24 h; 100% = twice the neutral-well signal | reporter increase, % at 12.5 µM | hit rate 2% among 350,000; in the data active means activation above about 40%; inconclusive means no clear call, values can overlap the other calls;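 further: 0% = median of the plate's neutral control wells and 100% = double that signal; a rise in the Bmi1 reporter signal indicates esBAF inhibition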
EWS-Fli block: EWS/Fli-driven NR0B1 reporter inhibitors, primary screen, A673 cells, NR0B1 luciferase, luminescence, MLPCN library; viability-normalised; inhibition, % at 12.6 µM; hit rate 0.67% among 350,000;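 active means mean inhibition of at least 50% after viability correction, with every replicate also passing that limit; inconclusive means mean reaches 50% but only one of two replicates passes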;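 further: firefly luciferase signal divided by Alamar Blue viability fluorescence both relative to DMSO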
Active calls of the source: *; u = inconclusive; x = no result given; & = joins results of further samples. No enrichment for hits; 3% or so of the library scored in one or more.

The line under a structure holds: RAD54 branch	FN deposit inh	XiGFP reactiv	E-sel inducer	RAD52 anneal inh	S100A4 MyoIIA	esBAF inh	EWS-Fli block
- COCC#Cc1ccc([C@H]2[C@@H](CO)N3CCCCN(C(=O)Nc4cc(F)ccc4F)C[C@@H]23)cc1
 : -12	x	0.1	0.0	-36	-9	-2	-4
- Cc1nc(N(C)C2CCCCC2)c2nnn(Cc3ccc(F)cc3)c2n1
 : -3	2	0.0	x	-2	-2	-6	21
- CC(C)[C@H](NC(N)=O)C(=O)Nc1ccc(F)c(Cl)c1
 : x	x	0.0	x	1	-2	x	9
- CCOc1ccc(NC(=O)CN2CCN(CC(=O)Nc3ccc(Cl)c(C(F)(F)F)c3)CC2)cc1
 : 4	x	x	x	-12	-2	-85	x
- Cc1noc(/C=C/N(C)C)c1S(=O)(=O)N1CCC(C(=O)NC(C)(C)C)CC1
 : -4	-6	0.1	x	1	0	2	-2
- COc1ccc(C#Cc2ccc([C@H]3[C@@H](CO)N4C(=O)CN(C(=O)NC(C)C)C[C@H]34)cc2)cc1
 : x	-11	0.1	0.2	15	4	x	1
- Cc1ccc(/C=C/C(=O)OCC(=O)NCCc2ccc(S(N)(=O)=O)cc2)o1
 : -8	0	0.3	-0.2	-26	-9	2	2
- C[C@@H]1C[C@H]2[C@@H]3CCC4=CC(=O)C=C[C@]4(C)[C@@]3(F)[C@@H](O)C[C@]2(C)[C@@]1(O)C(=O)COP(=O)(O)O
 : 1	-5	0.0	-0.2	-9	-3	4	-2
- CC(C)CS(=O)(=O)C1=NN2C(=N)/C(=C\c3ccc(OC(=O)c4ccco4)cc3)C(=O)N=C2S1
 : -7	10	0.2	x	-95	-9	-1	10
- C[C@H]1CN([C@@H](C)CO)C(=O)c2cc(NC(=O)CCC(F)(F)F)ccc2O[C@H]1CN(C)S(=O)(=O)c1ccc(F)cc1
 : 3	5	-0.2	0.6	-22	13	3	-7
- Cc1ccc(-c2csc3ncnc(N4CCN(S(=O)(=O)c5ccc(C#N)cc5)CC4)c23)cc1
 : -10	-7	0.3	x	4	3	-6	3
- CCCC(=O)Nc1ccc2c(c1)OC[C@@H](C)N(Cc1ccccn1)C[C@@H](C)[C@H](OC)CN(C)C2=O
 : -4	4	0.3	0.1	10	6	-24	5
- C[C@H]1CN([C@@H](C)CO)C(=O)c2cccc(NC(=O)c3cnccn3)c2O[C@H]1CN(C)Cc1ccc(C(=O)Nc2ccccc2N)cc1
 : x	-12	0.9	-0.1	x	x	x	5
- CCOc1ccccc1C(=O)NC(C(=O)OCC(=O)NNC(=O)c1cccs1)C(C)C (stereo not given)
 : 6	x	0.7	0.8	-20	-25	-3	3
- O=c1cc2c(c(-c3ccccc3)n1Cc1ccccc1)[C@@H](CCO)NC2
 : -9	-9	0.0	0.0	-4	-9	-6	-4
- COc1ccc(NC(=O)COC(=O)c2ccc(S(=O)(=O)N3CC(C)CC(C)C3)cc2)cc1OC (stereo not given)
 : 0	x	-0.1	2.5	-13	7	-2	8
- CCN(CC)S(=O)(=O)c1ccc(N2CC(C(=O)NCCc3ccc(Cl)cc3)CC2=O)cc1 (stereo not given)
 : 5	-5	0.0	-0.4	2	-6	-2	13
- O=C(CCN1C(=O)/C(=C/c2ccc(F)cc2)SC1=S)N[C@@H](CO)Cc1ccccc1
 : 12	0	0.3	x	-19	1	-1	-9
- Cc1cccn(Cc2c(F)cccc2Cl)c1=O
 : 1	-2	0.0	-0.2	-7	-3	x	-1
- COc1ccccc1CNC(=O)C[C@H]1C[C@@H]2c3cc(NC(=O)CN(C)C)ccc3O[C@@H]2[C@@H](CO)O1
 : 0	x	0.2	0.1	2	-12	1	-11
- Cc1cc(=O)c(C(=O)O)nn1-c1ccccc1Cl
 : -4	1	0.1	x	-7	0	5	-6
- N#C[C@@H]1[C@@H](c2ccccc2-c2cccc(F)c2)[C@@H](CO)N1C(=O)NC1CCCCC1
 : x	2	0.0	0.1	-5	1	x	4
- C[C@@H]1CN([C@H](C)CO)C(=O)Cc2cc(NS(=O)(=O)c3ccc(Cl)cc3)ccc2O[C@@H]1CN(C)S(C)(=O)=O
 : 5	x	-0.1	u	-7	8	-4	-3
- CC(C)(C)N(CC#CCC1(O)c2ccccc2-c2ccccc21)CCO
 : x	x	0.1	x	-20	15	x	-3
- Cc1cccc(C)c1NC(=O)COC(=O)c1cccc2c1C(=O)c1ccccc1C2=O
 : x	-2	0.7	-0.3	-18	-5	x	0
- CN(C)S(=O)(=O)c1ccc(C(=O)Nc2ccc(Cl)cc2)cc1
 : 0	-2	0.1	0.0	-12	5	26	-32
- CCC(=NCCc1c(C)[nH]c2ccc(OC(F)(F)F)cc12)C1=C(O)CC(c2ccccc2)CC1=O (stereo not given)
 : x	-6	0.0	-1.1	-33	-2	x	51*
- O=C(NC1CCCCC1)c1ccc2ccccc2c1
 : 6	5	0.0	-0.3	1	3	56*	-73
- CCN(CC)S(=O)(=O)c1cc(NC(=O)c2n[nH]c(=O)c3ccccc23)ccc1C
 : -12	x	0.1	x	-11	1	13	-1
- CC1(C)OC(=O)C(=NNc2ccccc2C(=O)O)C(=O)O1
 : x	0	-0.1	2.6	-7	-5	1	8
- Cc1ccc(S(=O)(=O)N2CCOC23CCN(C(=O)c2cc(Cl)ccc2Cl)CC3)cc1
 : -10	2	0.2	x	-12	-5	0	x
- COc1ccc(/C=C/C(=O)Nc2cccnc2Cl)cc1
 : x	0	0.2	-0.3	-3	-5	u	-97
- O=C1C(Nc2ccc(O)cc2)=C/C(=N/S(=O)(=O)c2cccs2)c2ccccc21
 : x	17	0.0	x	-9	4	x	25
- CC(C)NC(=O)N1C[C@@H]2[C@H](c3ccccc31)[C@H](CO)N2C(=O)Nc1ccccc1
 : -7	x	0.0	0.3	x	x	0	7
- CCCCN(Cc1ccccc1)C1CCN(Cc2ccccc2)CC1
 : -17	4	0.0	0.0	-12	0	1	1
- COc1ccc(F)cc1S(=O)(=O)NCC(c1ccc2c(c1)OCO2)N1CCN(C)CC1 (stereo not given)
 : -9	2	0.0	0.4	3	21	-5	-3
- CCOc1ccc(-n2cc(C(=O)NCCOC)c3cc(OC)c(OC)cc3c2=O)cc1
 : 8	-3	0.0	x	-4	1	-4	3
- Cc1nc(CS(=O)(=O)c2ccccc2)cc(N2CCN(c3ccccc3F)CC2)n1
 : 4	-6	0.0	-0.6	-13	-3	1	6
- CCCc1noc(-c2cccc([N+](=O)[O-])c2)n1
 : x	9	0.2	1.9	-13	5	x	-15
- COC(/C=C/Nc1ccc(OC)cc1)=C(C#N)C#N
 : 3	x	x	x	-12	3	-6	x
- CC(C)(C)NC(=O)NC(=O)CN1CCc2ccccc21
 : 7	-6	-0.2	4.7	-9	-24	-2	16
- C[C@@H]1CN([C@H](C)CO)C(=O)c2cc(NC(=O)Nc3ccc(F)cc3)ccc2O[C@@H](C)CCCCO[C@H]1CN(C)Cc1ccccc1
 : 3	0	0.0	-0.1	43	10	1	16
- CCCCCN(C(=O)COC(=O)COc1c(C)cc(C)cc1C)c1c(N)n(CCCC)c(=O)[nH]c1=O
 : x	3	-0.7	-0.9	-10	-2	x	2
- Cc1cccc(OCc2nnc(SCC(=O)Nc3cccc(C(=O)N4CCOCC4)c3)n2C)c1
 : x	3	0.0	-1.1	0	-2	x	3
- O=C1NC2(CCCCCC2)C(=O)N1Cc1ccccc1
 : -6	0	0.0	0.0	-4	-5	-5	-2
- COc1ccc2c3c(n(C)c2c1)[C@@H](CO)N(C(=O)NC(C)C)CC31CCN(C(=O)NC(C)C)CC1
 : x	x	0.4	-0.1	0	1	x	-7
- COc1ccc(CC(=O)NNC(=O)CSc2nnc(Cc3ccc(OC)cc3)n2-c2ccccc2)cc1
 : x	13	0.0	x	-4	6	-4	-2
- CN1C(=O)c2cc(NS(=O)(=O)c3cccc(F)c3)ccc2OC[C@@H]2O[C@H](CC(=O)N3CCc4ccccc4C3)CC[C@H]21
 : 6	0	0.0	0.0	9	0	11	12
- Cc1csc(=O)n1CCC(=O)OCC(=O)Nc1cc([N+](=O)[O-])ccc1Cl
 : 3	0	0.0	x	-5	-4	-4	1
- O=C(CN1C(=O)NC2(CCc3ccccc32)C1=O)NCc1cccc(C(F)(F)F)c1 (stereo not given)
 : -2	-3	-0.1	-0.1	-5	14	7	12
- CC(=O)Nc1cccc(-c2cc(-c3c(Cl)cccc3Cl)no2)c1
 : x	5	0.0	x	-2	0	x	0
- N#CC1(NC(=O)CSc2nnc(-c3ccccc3F)o2)CCCCC1
 : x	-4	0.0	0.0	-12	-7	12	-3
- COc1ccc(NC(=O)CS(=O)CC(=O)Nc2cccc3cccnc23)cc1 (stereo not given)
 : 2	5	0.1	x	-11	4	2	12
- C[C@@H]1CN([C@@H](C)CO)C(=O)CCCn2nncc2CO[C@@H]1CN(C)C(=O)OCc1ccccc1
 : 7&2	7&-5	0.0&-0.4	-1.9&-0.1	-1&0&-4	-8&2&0	-3&-1&-3	1&-5&-1
- CC[N+](C)(CC)CCOC(=O)C1c2ccccc2Oc2ccccc21
 : 1	-10	0.1	u	-9	1	1	-6
- COCc1ccc(-c2ccc3c(c2)c(C#Cc2ccsc2)c(-c2cc(OC)cc(OC)c2)n3C)cc1
 : 6	-5	0.0	0.1	-13	1	-7	3
- Cc1cccc2sc(NC(=O)c3ccc(OCC4CCCO4)cc3)nc12 (stereo not given)
 : -1	-18	-0.1	-3.2	-25	0	59*	-67
- C[C@@H]1CN([C@H](C)CO)C(=O)CCCn2nncc2CO[C@H]1CN(C)CC1CCCCC1
 : 11	-3	0.1	0.2	-3	-6	2	3
- CC(=O)Nc1ccc(-c2csc(NC(=O)CCCc3cccs3)n2)cc1
 : 1	-2	0.2	x	2	-1	5	-13
- c1ccc(COc2ccc(CNCc3cccnc3)cc2)cc1
 : -13	-11	0.0	0.8	-8	18	u	-86
